High-throughput results (PubChem BioAssay)
RBX1-CUL1 inh – human ROC1-CUL1 E3 ligase inhibition; actives 0.6% (n = 140,000); in vitro K48 di-Ub FRET, acceptor:donor ratio, 45 min; P62877+Q13616; AID 1347404; inhibition, % at 10 µM; in the data active means inhibition above about 25%
Target sequence (P62877 whole entry, looked up): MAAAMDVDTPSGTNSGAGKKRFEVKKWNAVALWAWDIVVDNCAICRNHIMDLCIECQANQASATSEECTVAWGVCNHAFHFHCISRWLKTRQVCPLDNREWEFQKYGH
Target sequence (Q13616 whole entry, looked up): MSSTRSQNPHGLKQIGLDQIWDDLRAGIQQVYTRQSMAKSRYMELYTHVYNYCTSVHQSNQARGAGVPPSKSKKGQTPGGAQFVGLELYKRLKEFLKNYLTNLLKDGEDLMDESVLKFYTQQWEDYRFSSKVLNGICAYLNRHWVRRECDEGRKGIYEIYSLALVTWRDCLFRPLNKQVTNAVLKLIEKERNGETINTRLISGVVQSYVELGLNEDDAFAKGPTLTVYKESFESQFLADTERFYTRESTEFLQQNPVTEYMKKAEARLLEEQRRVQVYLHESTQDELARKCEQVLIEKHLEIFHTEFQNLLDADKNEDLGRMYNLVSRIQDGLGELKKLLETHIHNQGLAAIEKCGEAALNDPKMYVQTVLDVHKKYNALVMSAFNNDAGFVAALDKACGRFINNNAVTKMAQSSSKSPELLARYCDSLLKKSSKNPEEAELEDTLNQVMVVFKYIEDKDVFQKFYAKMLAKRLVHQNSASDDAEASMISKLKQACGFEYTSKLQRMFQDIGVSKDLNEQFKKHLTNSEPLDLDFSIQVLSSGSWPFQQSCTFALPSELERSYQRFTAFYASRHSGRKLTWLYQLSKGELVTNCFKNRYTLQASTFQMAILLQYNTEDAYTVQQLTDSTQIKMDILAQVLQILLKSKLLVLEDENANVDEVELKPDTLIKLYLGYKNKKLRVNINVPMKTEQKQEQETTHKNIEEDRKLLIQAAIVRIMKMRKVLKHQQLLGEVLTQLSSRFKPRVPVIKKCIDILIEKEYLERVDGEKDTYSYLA
An asterisk follows results filed as active.

cpd | molecule | RBX1-CUL1 inh
1 | COc1cc(C2CC(c3c(O)ccc4c(C)cc(=O)oc34)=Nc3ccccc3S2)ccc1O (stereo not given) | 1.3
2 | COC(=O)/C(C#N)=C/c1ccc(Br)o1 | 0.1
3 | Cc1cc(NCc2ccccc2Cl)n2cnnc2n1 | 0.9
4 | CCOc1cc(C2c3c(n[nH]c3C)OC(=N)C2C#N)ccc1OCc1ccccc1 (stereo not given) | 9.6
5 | COc1ccccc1-c1noc(-c2ccc(NCCc3ccccc3)c([N+](=O)[O-])c2)n1 | -12.7
6 | COC(=O)c1sc2ncn(N)c(=O)c2c1C | -1.0
7 | CCc1ccc(C2=Nc3nc4ccccc4n3C(c3cccc(OC)c3OC)C2)cc1 (stereo not given) | -3.8
8 | OC(/C(=C/c1ccccc1)c1ccccc1)c1ccccc1 (stereo not given) | 4.2
9 | Cc1ccc(CCNC(=O)c2ccc3c(c2)N(Cc2cccc(C)c2)C(=O)c2ccccc2S3(=O)=O)cc1 | -0.2
10 | CC/C(=N/OC(=O)c1ccc(OC)cc1)c1ccccc1O | -1.1
11 | Cc1cc(S(=O)(=O)N2CCN(c3c(C)cccc3C)CC2)c(C)cc1Br | 1.8
12 | CN(CCc1ccccn1)c1ncccc1CNC(=O)c1cnc[nH]1 | -1.6
13 | COc1cc(CNC(=O)c2ccc3c(c2)N(C)C(=O)C2CCCCN32)cc(OC)c1OC (stereo not given) | -1.6
14 | CCCN(CCC)CCCNC(=O)C1CCN(c2nc3ccc(CC)cc3s2)CC1 | -9.5
15 | COc1cccc2sc(N(Cc3cccnc3)C(=O)C3COc4ccccc4O3)nc12 (stereo not given) | 6.0
16 | O=C(Cn1cnc2ccccc2c1=O)Nc1nccs1 | 3.5
17 | CC(=O)c1cccc(NC(=O)CC(c2ccc(C)cc2)N2Cc3ccccc3C2=O)c1 (stereo not given) | -6.1
18 | CC(C)C1C2c3ccccc3C(c3ccccc32)C1C(=O)Nc1ccc(Cl)c(Cl)c1 (stereo not given) | -0.8
19 | O=C1C=CC(=O)C(CCCC2=CC(=O)C=CC2=O)=C1 | -8.9
20 | COc1ccc(-n2nc(C(=O)N3CCC(C)CC3)c3c4ccccc4n(C)c3c2=O)cc1Cl | 0.5
21 | Cc1c(Cl)cccc1NC(=O)CCn1c(=O)c2cccn2c2ccccc21 | 13.9
22 | Cc1cccc(C(=O)Nc2ccccc2OCc2cc(=O)n3ccccc3n2)c1 | 0.2
23 | Cc1cc(C)cc(-n2ccnc2SCC(=O)Nc2nc3ccc(C)cc3s2)c1 | -7.4
24 | Cc1noc2ncnc(NCCc3ccccc3)c12 | 3.1
25 | CCOC(=O)c1c(NC(=O)C(F)(OC)C(F)(F)F)sc(-c2ccccc2)c1C (stereo not given) | -8.9

cpd | molecule | RBX1-CUL1 inh
26 | Cc1cc(OCC(O)CN2CCC(CN3C(=O)c4cccc5cccc(c45)C3=O)CC2)ccc1Cl (stereo not given) | 6.9
27 | CCC1=CC(C)(CC)Nc2ccc(C(c3ccccc3)(c3ccccc3)c3ccccc3)cc21 (stereo not given) | -7.2
28 | Cc1c2cnn(CC(=O)NCc3ccc(F)cc3)c(=O)c2c(C)n1Cc1ccccc1Cl | -1.1
29 | Cc1nn(C(C)C(=O)N2CCN(c3ccc(F)cc3)CC2)c(=O)c2c1sc1ccccc12 (stereo not given) | -7.9
30 | CCc1ccc(NC(=O)CN(c2ccc(C)cc2)S(=O)(=O)c2cccs2)cc1 | 5.6
31 | COC(=O)c1ccccc1NC(=O)Cn1nc(C)c2nn(-c3ccc(Cl)cc3)c(C)c2c1=O | -6.7
32 | Cc1cccc(S(=O)(=O)N2CCSC2c2ccccc2)c1 (stereo not given) | -2.1
33 | Cc1ccc2cccc(SCC(=O)NCC#N)c2n1 | -0.3
34 | COc1cccc(C(=O)NCC2CCCN(C3CCSCC3)C2)c1OC (stereo not given) | 5.5
35 | CCc1ccc2oc(C(=O)Nc3cc(Cl)ccc3OC)cc(=O)c2c1 | 0.1
36 | COc1ccccc1N1CCN(c2nc(C)c(Cc3ccccc3)c(=O)[nH]2)CC1 | 13.9
37 | CCOc1ccccc1NC(=O)Cn1c(=O)n(Cc2cccs2)c(=O)c2cccnc21 | 6.4
38 | CCN(CC)c1ccc(/C=N/NC(=O)CSc2nc3ccccc3n2C)c(O)c1 | 3.2
39 | O=C(COc1ccc(Cl)cc1)Oc1ccc(Br)c2ccccc12 | -3.0
40 | O=C(Oc1ccc(N2C(=O)CCC2=O)cc1)c1ccccc1 | 2.3
41 | Clc1cc(Br)ccc1OCCCCN1CCCC1 | 5.0
42 | COc1ccc(OCC(O)CN(C)C)c(CN2CCC(N3CCOCC3)CC2)c1 (stereo not given) | -6.3
43 | Cc1ccc(NC(=O)Cn2nc(-c3ccncc3)ccc2=O)cc1Cl | 0.5
44 | CCOC(=O)C(C(C)=N)C(=S)NCc1ccccc1 (stereo not given) | -10.5
45 | CC1=NN(C)c2nc3c(c(=O)n(Cc4ccccc4C)c(=O)n3C)n2C1 | -7.0
46 | COC(=O)c1ccc(C(=O)Nc2nc3ccc(Br)cc3s2)cc1 | -1.8
47 | COc1ccc(NC(=O)N2c3cc(C)ccc3C(C)=CC2(C)C)cc1 | 6.0
48 | COc1ccc(C(=O)N/N=C(/C)c2cccc(NC(=O)c3ccncc3)c2)cc1OC | -3.0
49 | COc1cc(NS(=O)(=O)c2ccc(NC(=O)c3cccc(F)c3)cc2)nc(OC)n1 | 10.9
50 | O=C(N/N=C/C1CC2C=CC1C2)C(O)(c1ccccc1)c1ccccc1 (stereo not given) | -1.9

cpd | molecule | RBX1-CUL1 inh
51 | CC(=O)c1c(C)nn(S(=O)(=O)c2ccc(C)c(C)c2)c1C | -8.7
52 | Cc1noc(C)c1CCC(=O)N1CCc2[nH]nc(CCC(C)C)c2C1 | 2.1
53 | CC(=O)Nc1cc(C(=O)NCC2(N3CCOCC3)CCCC2)c2c(c1)nc(C)n2Cc1ccccc1 | -9.4
54 | O=C(O)c1cc([N+](=O)[O-])c(/C=C/c2cccs2)s1 | 6.7
55 | COc1ccc2ccccc2c1-c1cc(C(=O)N/N=C(\C)c2ccccc2O)[nH]n1 | -0.5
56 | CSc1nnc(/C=C/c2ccccc2)c(=O)n1N | -8.8
57 | Oc1ccc(Cl)cc1Nc1nc2ccccc2n2cnnc12 | -3.3
58 | CC(C)COc1cccc(-c2cc(C(=O)NC(=S)Nc3ccc(C(=O)O)cc3)c3ccccc3n2)c1 | 1.0
59 | O=S(=O)(NCc1cccnc1)c1ccc(Cl)nc1 | 1.6
60 | Cc1ccccc1CNC(=O)c1cccc(NC(=O)N2CCSc3ncccc32)c1 | -0.9
61 | COc1ccc(Oc2nc3c(c(=O)n(C)c(=O)n3C)n2Cc2ccccc2Cl)cc1 | 5.3
62 | COc1ccc(CNC(=O)Cn2nc(N3CCN(c4ccccc4)CC3)ccc2=O)c(OC)c1 | -3.6
63 | CCCCN1N=C(C)Cn2c1nc1c2c(=O)n(CC(C)C)c(=O)n1C | -8.5
64 | CC1CCN(C(=O)Cn2cc(SCC(=O)NCc3ccccc3)c3ccccc32)CC1 | -1.4
65 | O=C(O)c1ccc(-n2c(O)c(C=C3C=Nc4ccccc43)sc2=S)cc1 | 7.2
66 | O=S(=O)(Cc1ccccc1)NNc1nc2ccccc2nc1Cl | 7.4
67 | CCC(C)n1c(=N)c(C(=O)NCc2ccccc2)cc2c(=O)n3cc(C)ccc3nc21 (stereo not given) | -1.5
68 | CCOc1ccccc1NC(=O)c1nc(S(=O)(=O)Cc2cccc(C)c2)ncc1Cl | -3.0
69 | CN(c1ccccc1)S(=O)(=O)c1csc(C(N)=O)c1 | -4.1
70 | Cc1ccc(-c2cc(-c3ccccc3)c3c(N)c(C(=O)Nc4cc(C(F)(F)F)ccc4Cl)sc3n2)cc1 | 0.7
71 | COc1cccc(-n2c(SCC(=O)N3CCCCC3)nc3c([nH]c4ccccc43)c2=O)c1 | -3.4
72 | CCOc1cccc(NC(=O)Cn2ncc(N3CCN(C)CC3)cc2=O)c1 | -8.5
73 | CCCN(CCC)S(=O)(=O)c1cc(OC)c(C)cc1OC | 10.2
74 | Cc1nn2c(=O)cc(COC(=O)c3ccccc3NC(=O)C(C)Oc3ccccc3)nc2s1 (stereo not given) | 3.0
75 | CCc1cccc(C)c1Nc1c(-c2cccc(O)c2)nc2cnccn12 | -0.4

Fetched by compound from the entries so far, 4 records:
cpd | molecule | RBX1-CUL1 inh
71 | COc1cccc(-n2c(SCC(=O)N3CCCCC3)nc3c([nH]c4ccccc43)c2=O)c1 | -3.4
57 | Oc1ccc(Cl)cc1Nc1nc2ccccc2n2cnnc12 | -3.3
58 | CC(C)COc1cccc(-c2cc(C(=O)NC(=S)Nc3ccc(C(=O)O)cc3)c3ccccc3n2)c1 | 1.0
72 | CCOc1cccc(NC(=O)Cn2ncc(N3CCN(C)CC3)cc2=O)c1 | -8.5

New compounds follow.
cpd | molecule | RBX1-CUL1 inh
76 | CC(C)Oc1ccc(C2CC(=O)N(c3ccccc3)C2=O)cc1 (stereo not given) | 7.4
77 | Cc1ccc(CNS(=O)(=O)c2cc3c(cc2Cl)NC(=O)CO3)o1 | 2.2
78 | COc1cc(COCC(O)CN2CCCC(C)C2)cc(OC)c1OC (stereo not given) | -4.8
79 | CCn1cc(C(=O)NCCCN2CCC(C)CC2)c(=O)c2cc(S(=O)(=O)N(C)C3CCCCC3)ccc21 | 1.7
80 | COc1cccc(-c2cn3c(n2)sc2cc(C(=O)NCCC4=CCCCC4)ccc23)c1 | -0.3
81 | COc1cccc(C2C(C(=O)c3ccc4c(c3)CC(C)O4)C(=O)C(=O)N2CCN2CCOCC2)c1 (stereo not given) | 1.3
82 | O=C(Nc1ccccc1Oc1c(F)c(F)c(Oc2ccccc2NC(=O)c2ccco2)c(F)c1F)c1ccco1 | -12.4
83 | Cc1c(C(=O)NCC(C)C)sc2ncnc(NC[C@H]3C[C@@H]4C=C[C@H]3C4)c12 | -2.2
84 | COc1ccccc1CN1CCCC(CN(CCN(C)C)C(=O)c2ccc[n+]([O-])c2)C1 (stereo not given) | -3.9
85 | Cc1ccc(C)c(CSC2=NC(C)(C)Nc3ccccc32)c1 | -2.3
86 | O=C(Nc1ccccc1Cl)N1CCC2(CC1)Oc1ccccc1C(=O)N2Cc1ccc(F)cc1 | 4.6
87 | Cc1cc(C23CC4CC(CC(C4)C2)C3)ccc1NC(=O)c1ccc(S(=O)(=O)N(C)C)cc1 | -4.4
88 | COc1ccccc1CNC(=O)c1ccc(N2CCCC2)c(NC(=O)NCc2ccccc2)c1 | -2.4
89 | C=CCn1c(SCC(=O)Nc2sc3c(c2C(=O)OCC)CCC3)nc2scc(-c3cccs3)c2c1=O | -0.1
90 | Cc1ccc(Cn2c(C(=O)O)c(CNCc3cccs3)c3ccc(C)cc32)cc1 | 1.8
91 | CCC1(C)OC(=O)N(CCOC23CC4CC(CC(C4)C2)C3)C1(C)O (stereo not given) | -7.2
92 | CN(CC1CCCN(CCc2ccccc2F)C1)C(=O)CCc1ccncc1 (stereo not given) | 1.9
93 | COc1ccc(NC(=O)CSC2=NC(=O)C(C/C=C/c3ccccc3)C(=O)N2)cc1 (stereo not given) | 2.9
94 | O=C(N/N=C/c1cccc(O)c1)c1n[nH]c2c1CCCC2 | 0.0
95 | CS(=O)(=O)N1CCN(c2ccccc2NC(=O)C(c2ccccc2)c2ccccc2)CC1 | -2.7
96 | O=c1[nH]c(=O)n(-c2nc(-c3ccccc3)oc2-c2ccccc2)cc1Cl | 5.2
97 | Cc1ccc(COc2ccc(/C=N/NC(N)=O)cc2)cc1 | 2.0
98 | CCOC(=O)c1oc2nc(-c3ccccc3)nc(C)c2c1N | 5.0
99 | COc1cc(/C=N/NC(=O)c2ccc(Br)o2)cc(OC)c1OC | 1.6
100 | COc1cccc(CNC(=O)C2CCN(C(=O)c3sccc3-n3cccc3)CC2)c1 | -3.4

cpd | molecule | RBX1-CUL1 inh
101 | COc1ccc(-c2nc(CN3CCC(C(=O)NCCCOC(C)C)CC3)c(C)o2)cc1OC | -4.1
102 | CC(=O)c1cccc(NC(=O)c2ccc(-n3c(C)nnc3C)cc2)c1 | -5.9
103 | O=c1[nH]c2ccc(Cl)cc2c(-c2ccccc2)c1N1CCN(c2ccccc2)CC1 | -9.7
104 | COc1ccc(S(=O)(=O)n2nc(C)c(S(=O)(=O)N3CCC(C)CC3)c2C)cc1C | -0.4
105 | Cc1ccc(-c2nnn3c2nc(N2CCC(C)CC2)c2ccccc23)cc1 | -5.3
106 | CCCCn1c(CCCNC(=O)c2cccc(C)c2)nc2ccccc21 | 0.5
107 | Cc1nc(C)c(C(=O)N2CCC3(CC2)CC3C(=O)NCCC(c2ccccc2)c2ccccc2)s1 (stereo not given) | 2.0
108 | COc1cc(C(=O)Nc2ccc3nn(-c4ccc(F)cc4)nc3c2)cc(OC)c1OC | -0.5
109 | CCOC(=O)C(C)NC(=O)c1c(C)oc2ncn(CC(C)C)c(=O)c12 (stereo not given) | 3.7
110 | Fc1cc(F)cc(-c2oncc2-c2nnnn2-c2ccccc2)c1 | -0.4
111 | N#Cc1ccc(Cn2c(-c3cncs3)nc3ccccc32)cc1 | 0.1
112 | Brc1ccc2c(c1)NC(c1cccnc1)=NC(c1ccccc1)=N2 | 5.7
113 | COc1ccc(N=C2NC(=O)/C(=C/c3cccn3-c3ccc(Cl)cc3)S2)cc1 | -0.3
114 | Oc1nc(Nc2cccc(C(F)(F)F)c2)sc1C=C1C=Nc2ccccc21 | 5.7
115 | Cc1ccc2nc(Cc3ccc([N+](=O)[O-])cc3[N+](=O)[O-])[nH]c2c1 | -2.5
116 | CCOC(=O)c1cccc(NC(=O)c2cc(-c3ccc(Cl)s3)nc3ccccc23)c1 | 2.3
117 | Cc1ccc(C(=O)CC2(O)C(=O)N(CCc3ccccc3)c3ccc(Br)cc32)cc1 (stereo not given) | -1.3
118 | COC(=O)CSc1nc2ccccc2n1S(=O)(=O)c1ccc(Cl)cc1 | 7.7
119 | CC1C(=NS(=O)(=O)c2cccs2)C(=O)N(c2ccccc2)N1C (stereo not given) | 12.6
120 | CCc1ccc(CNCc2c(C(=O)O)n(Cc3ccc(C)cc3)c3cc(C)ccc23)cc1 | 5.5
121 | CC(=O)NC1C(=O)N(C)c2c1cccc2C(F)(F)F (stereo not given) | 3.5
122 | C/C(=N\NC(=O)c1cc(Cl)ccc1Cl)c1ccc(NC(=O)c2ccccc2F)cc1 | 1.0
123 | COc1ccc(-c2nc(CN3CCC(C(=O)N4CCCCC4)CC3)c(C)o2)cc1OC | -10.2
124 | Cn1cc(Br)c(C(=O)N2CCSCC2)n1 | -7.8

Only part of the results is shown (hit frequency here may not be typical).
